SNCA expr inh – Primary qHTS assay for inhibitors of alpha-synuclein gene (SNCA) expression; Potency, µM (doses to about 57.2 µM), for inactives: at the highest dose activity change, negative = inhibition, hits mostly inhibitors; HEK-293 SNCA-luciferase knock-in, luminescence, 24 h; hit rate 0.17% among 140,000;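 further: potency means the concentration at half of the fitted maximal effect; plate controls were DMSO cells for no effect and cell-free wells for full effect; nearly all actives have a fitted effect of over 45% in size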
HEK cytotox – Cytotoxic Profiling in HEK 293 Cell Line of Diverse Libraries Using Quantitative High-Throughput Screening; Potency, µM (series often up to 115 µM), for inactives: top-dose activity change, negative = cytotoxicity, actives largely listed as inhibitors; hit rate 6.6% among 94,000; HEK 293 viability, ATP luminescence (CellTiter-Glo), 48-72 h; further: potency means the concentration at half of the fitted maximal effect; nearly all actives have a fitted effect of over 60% in size
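CellTiter-Glo luminescence (cellular ATP) was read after 48 or 72 hr of compound exposure at 37 degree Celsius. Cells were HEK 293 plated at 250 cells/well.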
SNCA viab count – GF-AFC viability counterscreen for inhibitors of alpha-synuclein gene (SNCA) expression; Potency, µM (doses to about 57.1 µM), for the others: at the highest dose activity change, negative = cytotoxicity, hits mostly cytotoxic; hit rate 0.12% among 150,000; HEK-293-SNCA-luc viability, GF-AFC fluorescence, 24 h; AID 1671193, 2021;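 further: potency means the concentration at half of the fitted maximal effect; 0% = DMSO-treated cells and -100% = medium-only wells without cells; nearly all actives have a fitted effect of over 30% in size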
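Cytotoxicity counterscreen: after 24 h compound treatment of genome-edited SNCA-luciferase HEK-293 cells, live-cell protease substrate GF-AFC read by fluorescence after 30 min; activity scaled between DMSO (0%) and medium-only (-100%), curves Hill-fitted.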
GPT2 inhibitor – Primary qHTS assay for inhibitors of Glutamate pyruvate transaminase 2 (GPT2). Alanine aminotransferase 2 (Homo sapiens), Q8TD30. Recombinant GPT2, coupled pyruvate oxidase/HRP Amplex Red fluorescence. Potency, µM (titrated, usually from 57.7 µM), for the others: at the top dose activity change, negative = inhibition, actives largely listed as inhibitors. hit rate 0.25% among 100,000. AID 1671188, 2021; further: potency means the concentration at half of the fitted maximal effect; nearly all actives have a fitted effect of over 60% in size; many of its hits are not listed in these tables
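Recombinant GPT2 (10ng/uL) with 250uM a-KG and 2mM L-alanine, 30 min at room temperature, in HEPES pH 7.5 buffer. Pyruvate detected by pyruvate oxidase/HRP/Amplex Red fluorescence after 30 min in the dark; AOA (50uM) as positive control.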
IP6K1 inh – Primary qHTS assay for small molecule inhibitors of Inositol hexaphosphate kinase 1 (IP6K1). Inositol hexakisphosphate kinase 1 (Homo sapiens), Q92551. IP6K1 kinase, ADP-Glo luminescence, 2 h; stronger effect = lower value. activity change, % (series mostly up to about 58 µM). hit rate 0.81% among 140,000. AID 1645851, 2021; in the data active means activity change below about -25%
Target sequence (Q92551 whole entry, looked up): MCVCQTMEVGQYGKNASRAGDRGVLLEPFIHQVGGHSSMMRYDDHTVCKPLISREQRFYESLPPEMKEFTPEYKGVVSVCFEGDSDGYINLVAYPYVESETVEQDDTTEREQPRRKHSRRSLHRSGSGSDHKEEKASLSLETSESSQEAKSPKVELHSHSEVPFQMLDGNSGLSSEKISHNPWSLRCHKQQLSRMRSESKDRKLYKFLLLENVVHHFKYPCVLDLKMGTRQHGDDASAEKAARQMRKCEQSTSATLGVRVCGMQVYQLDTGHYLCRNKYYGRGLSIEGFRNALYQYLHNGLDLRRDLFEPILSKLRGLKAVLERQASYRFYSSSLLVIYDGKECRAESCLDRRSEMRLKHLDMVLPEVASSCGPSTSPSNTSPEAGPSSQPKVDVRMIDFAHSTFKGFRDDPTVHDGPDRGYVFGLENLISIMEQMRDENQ
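ADP-Glo luminescence measures ADP made by human IP6K1 during a 2 h RT reaction with ATP/IP6 (mix at 1.3 mM/130 uM); top library doses 57.5 and 19.1 uM final.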
Luciferase inh – Firefly luciferase inhibition profiling of diverse chemical library using quantitative high-throughput screening; Luciferin 4-monooxygenase (Photinus pyralis), P08659; purified P. pyralis luciferase, luminescence, biochemical; Potency, µM (highest dose often 115 µM), for inactives: at the top dose activity change, negative = inhibition, actives largely listed as inhibitors; hit rate 2.5% among 76,000; AID 1347043, 2019; further: potency means the concentration at half of the fitted maximal effect; nearly all actives have a fitted effect of over 65% in size
Target sequence (P08659 whole entry, looked up): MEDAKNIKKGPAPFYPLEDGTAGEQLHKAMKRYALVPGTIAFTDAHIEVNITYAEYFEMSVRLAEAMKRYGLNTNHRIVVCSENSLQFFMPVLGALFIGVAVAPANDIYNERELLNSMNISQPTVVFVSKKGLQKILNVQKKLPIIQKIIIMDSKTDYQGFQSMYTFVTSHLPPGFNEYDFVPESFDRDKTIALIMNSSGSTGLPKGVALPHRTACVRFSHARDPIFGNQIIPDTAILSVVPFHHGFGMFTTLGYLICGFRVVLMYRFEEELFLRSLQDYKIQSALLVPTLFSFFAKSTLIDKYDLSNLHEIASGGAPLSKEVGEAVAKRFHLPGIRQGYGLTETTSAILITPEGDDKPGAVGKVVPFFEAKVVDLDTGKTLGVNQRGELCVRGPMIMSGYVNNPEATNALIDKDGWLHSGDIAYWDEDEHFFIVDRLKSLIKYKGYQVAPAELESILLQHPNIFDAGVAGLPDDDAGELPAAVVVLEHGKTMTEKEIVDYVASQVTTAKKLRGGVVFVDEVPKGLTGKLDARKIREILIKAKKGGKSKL
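Cell-free enzyme assay, 10nM P. pyralis luciferase, luciferin and ATP each at 10uM. Inhibition profiled over a 6-point titration, read as luminescence.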
3T3 cytotox – Cytotoxic Profiling in NIH 3T3 Cell Line of Diverse Libraries Using Quantitative High-Throughput Screening; Potency, µM (top dose mostly 96.7 µM), without a hit: top-dose activity change, negative = cytotoxicity, actives largely listed as inhibitors; AID 1345082, 2018; hit rate 4.3% among 94,000; NIH 3T3 viability, CellTiter-Glo ATP luminescence, 48-72 h; further: potency means the concentration at half of the fitted maximal effect; nearly all actives have a fitted effect of over 55% in size
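Cytotoxicity was measured by CellTiter-Glo ATP luminescence after 48 or 72 h compound exposure at 37 °C. Mouse NIH 3T3 fibroblasts were seeded at 400 cells/well and dosed by 23 nL pin transfer.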
* marks the source's active call; other numbers are inactive results; i = inactive; ? = inconclusive; nt = no result given; [ ] = dose if it differs, or a comment. Unless noted, the call rests on the fitted dose curve; in most records, active means well fitted curve in the direction sought with a large enough effect; inconclusive means small, poorly fitted or top-dose-only effect, or another doubt; inactive means no such curve, though single readings can be large; an effect the other way counts as inactive or inconclusive. Unless noted, on the % scale 0 is the no-effect control and ±100 the full control effect. The list is partial; count on the stated rates, not on these rows.

SMILES	SNCA expr inh	HEK cytotox	SNCA viab count	GPT2 inhibitor	IP6K1 inh	Luciferase inh	3T3 cytotox
CCn1cc(S(=O)(=O)N2CCC(c3noc(-c4ccccn4)n3)C2)cn1 (stereo not given)	-6%	8%	6%	-11%	-1	0%	i
COCCOC1CCOC2(CCN(C(=O)Cn3c(=O)oc4ccccc43)CC2)C1 (stereo not given)	11%	11%	9%[12.5 µM]	i	-20	-3%	-3%
Cc1cc(C(=O)N2C[C@@H](CO)[C@H](c3ccccn3)C2)nn1C	0%	-12%	0%	i	0	-10%	-10%
Cc1ccc(OC2CN(C(=O)c3ccc(F)cc3)C2)cc1C	-17%[87.6 µM]	?	2%[87.6 µM]	i	4	-8%[172 µM]	?
CNS(=O)(=O)c1ccc(C2CC(=O)Nc3cc(O)c(OC)cc32)cc1 (stereo not given)	-10%	2%	-8%	?	1	-7%	i
COc1ccccc1-c1n[nH]c2c1CC(=O)N(Cc1ccccc1)C2	80%[activator][87.6 µM]	?	-2%[87.6 µM]	3%[88.5 µM]	6	-21%[172 µM]	?
COc1ccc(-c2[nH]ncc2C(=O)NC2CCCc3c2[nH]c2ccccc32)cc1 (stereo not given)	-15%	?	2%	1%	-2	-11%	?
CC1=C(C(=O)O)N2C(=O)[C@@H](NC(=O)[C@H](N)c3ccccc3)[C@H]2SC1	-13%[25.6 µM]	nt	28%[23.9 µM]	?	-7	nt	nt
O=C(c1ccc(Cl)cc1)N1CCn2c(nn(-c3cccc(Cl)c3)c2=O)C1	2%	?	9%	i	-12	nt	?
NC(=O)NCC(=O)N[C@H]1CC[C@H](Nc2nccc(-c3ccncc3)n2)C1	9%	4%	5%	3%	-13	9%	5%
O=C(NC1CCCCC1)O[C@@H]1CO[C@H]2[C@@H]1OC[C@@H]2NC(=S)Nc1cccc2ccccc12	8%	?	12%	1%	21	1%	?
CCn1ccc2cc(S(=O)(=O)N3CCCN(C(=O)Nc4ccc(C)c(F)c4)CC3)ccc21	19%	nt	26%	nt	6	nt	nt
CN(Cc1cnc(N)nc1)C(=O)C(c1cccc(F)c1)N(C)C (stereo not given)	-12%	i	-3%	i	4	13%	0%
O=C(NCc1ccccc1Cl)c1ccc(Nc2nc3ccccc3n3nnnc23)cc1	38%[activator]	nt	4%	nt	0	nt	nt
CCCS(=O)(=O)NCC1Cn2cccc2C(=O)N1C (stereo not given)	17%	-40%	4%	i	-7	0%	?
CC(C)CN1CCc2nc(N3CCN(C)CC3)ncc2C1	50%[activator]	nt	-6%	nt	-3	nt	nt
Cc1cc(S(=O)(=O)NCC(c2ccco2)S(=O)(=O)c2cccs2)ccc1F (stereo not given)	24%	nt	5%	nt	-24	nt	nt
COC[C@@H]1CN(S(=O)(=O)c2ccccc2C)C[C@H]1c1ccncc1	-9%	?	-16%	-5%	-6	0%	-26%
CCOCCn1c(=O)[nH]c2cc(C(=O)N(C)CCc3noc(C)n3)ccc21	13%	-17%	-2%	4%	17	-3%	-8%
CCCN(CC1CCOC1)C(=O)c1c(F)cccc1F (stereo not given)	-27%	2%	-18%	-3%	14	-4%	5%
COC[C@@H]1CN(Cc2ccc(OC)cc2)C[C@H]1C(=O)N(C)C	1%	-6%	-5%	i	11	-4%	5%
O=C1Nc2ccc(-c3cccs3)cc2C(=O)N2CC[C@H](NS(=O)(=O)c3cccs3)[C@@H]12	?	?	-9%	3%	-6	1%	?
O[C@@H]1C[C@@H](c2nc(Cc3ccc(F)cc3Cl)no2)N(Cc2ncc[nH]2)C1	30%[87.6 µM]	?	-5%[87.6 µM]	i	12	-14%[172 µM]	-25%[174 µM]
Cc1ccc(CNC(=O)N2CC[C@H]3C(=O)NCCCCCCN(Cc4ccncc4)[C@@H]3C2)cc1	28%	i	-7%	i	-2	-4%	-23%
CC1=C(C(=O)Nc2ccccc2C)C(c2ccncc2)n2nc(SCc3ccccc3)nc2N1 (stereo not given)	-17%	nt	5%	nt	14	nt	nt
CCOc1ccccc1NC(=O)CSc1cn(CC(=O)N2CCCCCC2)c2ccccc12	9%	nt	-8%	nt	11	nt	nt
CCc1nc(N2CCC(n3c(=O)[nH]c4ccccc43)CC2)c2cnn(C)c2n1	3%	?	?	i	-1	-10%	?
O=C(O)CCn1ncc2cc(OCC3CCN(C(=O)C4CCCC4)CC3)ccc21	-15%[87.6 µM]	3%[172 µM]	1%[87.6 µM]	2%[88.5 µM]	-3	?	?
CC1=C(C(=O)Nc2ccc(C)cc2C)C(c2ccccc2C)n2ncnc2N1 (stereo not given)	10%	nt	-3%	nt	2	nt	nt
CCn1c(CN2CCOCC2)nc2cc(NC(=O)c3ccc([N+](=O)[O-])cc3)ccc21	39%[activator]	nt	-6%	nt	3	nt	nt
CCOC(=O)C1(Cc2cccc(OC)c2)CCCN(C(=O)CCn2ccnc2C)C1 (stereo not given)	13%	-28%	4%	?	1	0%	-16%
COCC1CN(C)CC12CCN(Cc1ccc(F)c(Cl)c1)CC2 (stereo not given)	13%	?	-6%	i	23	-1%	?
CCOc1ccc(NC(=O)c2cc3c(C)nn(-c4ccccc4)c3s2)cc1	-13%	nt	9%	nt	-3	nt	nt
Cc1nn(-c2ccccc2)c2c1C(C1CC1)N(C1CN([S+](=O)([O-])c3cccs3)C1)C2=O (stereo not given)	nt	-2%	nt	nt	5	nt	i
CN(C)c1cccc(-c2cnc(Nc3ccncc3)c3c2CCO3)c1	8%[87.6 µM]	56µM*	?	1%[88.5 µM]	-15	-15%[172 µM]	50µM*
Cc1nccn1CCNC(=O)CCC[C@H]1NC[C@@H]2C[C@H]1CN(Cc1ccccc1)C2	8%	-16%	9%	i	36	-3%	-4%
Cc1cc(Cn2cc3c4c(cccc42)[C@H](CC(C)C)N[C@H](C(=O)NC(C)C)C3)no1	?	45µM*	-18%[87.6 µM]	0%[88.5 µM]	-7	-16%[172 µM]	50µM*
Cc1cc(N2CCCCC2)nc2ccc(NC(=O)c3ccc(F)cc3)cc12	-4%	nt	-18%	nt	15	nt	nt
CNC(=O)[C@@H]1C[C@@H](O)CN1C1CCN(C(=O)CCCc2ccccc2)CC1	4%	i	1%	i	6	?	i
O=C(c1cc(-c2ccsc2)c2nncn2n1)N1CCCC1	-16%[87.6 µM]	-11%[172 µM]	8%[87.6 µM]	i	15	nt	-31%[138 µM]
Cc1cc(C)c(C(=O)N2CCCC3(CN(C)C(=O)O3)C2)cn1 (stereo not given)	10%	-13%	-2%	-9%	-2	-5%	-1%
O=C(O)C[C@@H]1CCN(C(=O)C2CCCCC2)C[C@@H]1CC1=NCCc2ccccc21	-8%[87.6 µM]	5%[172 µM]	0%[87.6 µM]	-10%[88.5 µM]	17	8%[172 µM]	-10%[138 µM]
Cc1nnc2ccc(NC3CCCC3)nn12	27%	-30%	12%	-17%	-4	-7%	-29%
CC(=O)N1CCC(N2CCOc3ccc(C(=O)NCc4ccc(C)cc4)cc3C2)CC1	3%	-6%	-4%	1%	3	nt	-14%

Full records as entered above:
CCn1c(CN2CCOCC2)nc2cc(NC(=O)c3ccc([N+](=O)[O-])cc3)ccc21 is listed as SNCA expr inh: 39%[activator]; HEK cytotox: nt; SNCA viab count: -6%; GPT2 inhibitor: nt; IP6K1 inh: 3; Luciferase inh: nt; 3T3 cytotox: nt
Cc1cc(Cn2cc3c4c(cccc42)[C@H](CC(C)C)N[C@H](C(=O)NC(C)C)C3)no1 is listed as SNCA expr inh: ?; HEK cytotox: 45µM*; SNCA viab count: -18%[87.6 µM]; GPT2 inhibitor: 0%[88.5 µM]; IP6K1 inh: -7; Luciferase inh: -16%[172 µM]; 3T3 cytotox: 50µM*

By substructure, the compounds so far containing sulfur.
SMILES	SNCA expr inh	HEK cytotox	SNCA viab count	GPT2 inhibitor	IP6K1 inh	Luciferase inh	3T3 cytotox
CCn1cc(S(=O)(=O)N2CCC(c3noc(-c4ccccn4)n3)C2)cn1 (stereo not given)	-6%	8%	6%	-11%	-1	0%	i
CNS(=O)(=O)c1ccc(C2CC(=O)Nc3cc(O)c(OC)cc32)cc1 (stereo not given)	-10%	2%	-8%	?	1	-7%	i
CC1=C(C(=O)O)N2C(=O)[C@@H](NC(=O)[C@H](N)c3ccccc3)[C@H]2SC1	-13%[25.6 µM]	nt	28%[23.9 µM]	?	-7	nt	nt
O=C(NC1CCCCC1)O[C@@H]1CO[C@H]2[C@@H]1OC[C@@H]2NC(=S)Nc1cccc2ccccc12	8%	?	12%	1%	21	1%	?
CCn1ccc2cc(S(=O)(=O)N3CCCN(C(=O)Nc4ccc(C)c(F)c4)CC3)ccc21	19%	nt	26%	nt	6	nt	nt
CCCS(=O)(=O)NCC1Cn2cccc2C(=O)N1C (stereo not given)	17%	-40%	4%	i	-7	0%	?
Cc1cc(S(=O)(=O)NCC(c2ccco2)S(=O)(=O)c2cccs2)ccc1F (stereo not given)	24%	nt	5%	nt	-24	nt	nt
COC[C@@H]1CN(S(=O)(=O)c2ccccc2C)C[C@H]1c1ccncc1	-9%	?	-16%	-5%	-6	0%	-26%
O=C1Nc2ccc(-c3cccs3)cc2C(=O)N2CC[C@H](NS(=O)(=O)c3cccs3)[C@@H]12	?	?	-9%	3%	-6	1%	?
CC1=C(C(=O)Nc2ccccc2C)C(c2ccncc2)n2nc(SCc3ccccc3)nc2N1 (stereo not given)	-17%	nt	5%	nt	14	nt	nt
CCOc1ccccc1NC(=O)CSc1cn(CC(=O)N2CCCCCC2)c2ccccc12	9%	nt	-8%	nt	11	nt	nt
CCOc1ccc(NC(=O)c2cc3c(C)nn(-c4ccccc4)c3s2)cc1	-13%	nt	9%	nt	-3	nt	nt
Cc1nn(-c2ccccc2)c2c1C(C1CC1)N(C1CN([S+](=O)([O-])c3cccs3)C1)C2=O (stereo not given)	nt	-2%	nt	nt	5	nt	i
O=C(c1cc(-c2ccsc2)c2nncn2n1)N1CCCC1	-16%[87.6 µM]	-11%[172 µM]	8%[87.6 µM]	i	15	nt	-31%[138 µM]

Screens as filed in PubChem BioAssay.
